Screening data (PubChem BioAssay)
GAA850 FXN act: FXN promoter activators, primary screen, cell-based, luciferase luminescence, HEK293 lucGAA850 | HEK293 lucGAA850 FXN promoter luciferase reporter, 24 h; percent of 10 µM SAHA response | activation, % at 6 µM | 0.56% of 360,000 active | AID 540364, 2011;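 active means activation above the average of all compounds screened plus 3 SD, cutoff fixed separately per campaign, cut at about 7.5% in these data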;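 further: 0% = DMSO wells and 100% = 10 µM SAHA wells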
hgDAF-12 ag: H. glycines DAF-12 receptor agonists, primary screen, cell-based, luminescence, HEK293, GAL4 fusion, UAS-luciferase | HEK293 GAL4-hgDAF12 UAS-luciferase reporter, agonist luminescence; normalized to butyrate control | 1.8% of 370,000 active | AID 687014, 2013 | activation, % at 6.8 µM;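 active means activation above a cutoff set at the mean of all screened compounds plus 3 SD, cut at about 10% in these data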;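 further: 0% = DMSO wells and 100% = sodium butyrate wells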
ADAM10 inh: human ADAM10 inhibitors, primary screen, biochemical, QFRET, HTS. recombinant ADAM10, EDANS/DABCYL FRET peptide cleavage, 3 h. inhibition, % at 7 µM. 0.62% of 370,000 active;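 active means inhibition above a per-campaign cutoff equal to the mean of compounds falling between control-based bounds plus 3 SD, cut at about 20% in these data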;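 further: 0% = DMSO wells while the 100% control is not disclosed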
Target sequence (O14672 214-748 limits assumed): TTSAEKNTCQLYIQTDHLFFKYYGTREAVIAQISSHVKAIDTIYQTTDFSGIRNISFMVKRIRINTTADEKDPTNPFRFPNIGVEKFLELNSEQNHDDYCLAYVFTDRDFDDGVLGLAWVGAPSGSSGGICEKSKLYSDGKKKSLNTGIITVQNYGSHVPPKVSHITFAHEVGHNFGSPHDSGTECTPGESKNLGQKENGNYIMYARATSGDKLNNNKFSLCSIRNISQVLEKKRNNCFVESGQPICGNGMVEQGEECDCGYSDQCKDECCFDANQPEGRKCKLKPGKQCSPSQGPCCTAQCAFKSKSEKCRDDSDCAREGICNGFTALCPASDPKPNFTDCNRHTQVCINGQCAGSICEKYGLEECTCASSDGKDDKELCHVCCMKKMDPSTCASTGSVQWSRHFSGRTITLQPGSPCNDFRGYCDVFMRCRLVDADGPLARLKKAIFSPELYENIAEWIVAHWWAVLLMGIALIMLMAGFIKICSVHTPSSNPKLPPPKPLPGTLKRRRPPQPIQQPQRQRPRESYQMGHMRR
DAX1 inh-1: DAX1 (NR0B1) inhibitors on StAR promoter, primary screen, cell-based, luminescence, SF-1 (NR5A1), full-length DAX-1 | 1.1% of 370,000 active | HEK293T StAR-luciferase reporter, SF-1/DAX-1 repression relief | inhibition, % at 6.8 µM | AID 652010, 2013;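 active means inhibition above the mean over all tested compounds plus 3 SD, cut at about 3.6% in these data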;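 further: 0% = DAX-1 cells with DMSO and 100% = cells lacking DAX-1 with DMSO; higher inhibition means more luminescence from relief of DAX-1 repression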
GC-A act: GC-A stimulated cGMP production enhancers – HEK293 GC-A cells, cGMP TR-FRET, EC30 ANP, primary screen; AID 1671463, 2021; activation, % at 10 µM; 0% at EC30 ANP, 100% saturating ANP; Atrial natriuretic peptide receptor 1 (Homo sapiens), P16066; 0.14% of 370,000 active; in the data active means activation above about 40%
SMARCA2 act: SMARCA2 (BRM) function activators, primary screen, cell-based, luminescence, high throughput; MG213 cells, MMTV-luciferase reporter, dexamethasone, overnight; activation, % at 9.1 µM; 1% of 370,000 active; AID 652017, 2013; in the data active means activation above about 7.8%;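 further: 0% = vehicle wells and 100% = reference activator wells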
DAX1 inh-2: DAX1 (NR0B1) inhibitors, primary screen, cell-based, HEK293, Gal4-DAX1, luciferase luminescence. Nuclear receptor subfamily 0 group B member 1 (Homo sapiens), P51843. 0.99% of 340,000 active. HEK293 Gal4-DAX1 luciferase reporter. inhibition, % at 6.75 µM. AID 504766, 2011;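 active means inhibition above the mean over all tested compounds plus 3 SD, cut at about 4.2% in these data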;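 further: 0% = DAX1-transfected cells with DMSO and 100% = empty-vector control cells with DMSO; inhibition shows as a rise in luminescence from relieved DAX1 repression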
GC-B act: human GC-B receptor activators, primary screen, HEK293 GC-B cells, cGMP TR-FRET, EC30 CNP; 0% at EC30 CNP, 100% saturating CNP; 0.11% of 370,000 active; Atrial natriuretic peptide receptor 2 (Homo sapiens), P20594; activation, % at 10 µM; AID 1920062, 2024;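 active means activation at 10 µM reaching about 35% in either raw or pattern-adjusted values, limit read from the data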
ssDAF-12 act: S. stercoralis DAF-12 nuclear receptor activators, primary screen, cell-based, luminescence, HEK293, GRIP1 co-expression, lit1-tk-luc | HEK293 ssDAF-12/GRIP1 lit1-tk-luc reporter; % of 3 µM dafachronic acid response | activation, % at 6.8 µM | AID 652126, 2013 | Nuclear hormone receptor DAF-12 (Strongyloides stercoralis) | 1% of 370,000 active;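 active means activation above the mean over all tested compounds plus 3 SD, cut at about 0.9% in these data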;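 further: 0% = DMSO-only wells and 100% = 3 µM delta7-dafachronic acid wells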
hcDAF-12 act: H. contortus DAF-12 nuclear receptor activators, primary screen, cell-based, luminescence, HEK293, lit1-tk-luc reporter; HEK293 hcDAF-12 lit1-tk-luc reporter; 0% DMSO, 100% Δ7-dafachronic acid; activation, % at 6.8 µM; 1.4% of 370,000 active; AID 652067, 2013;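 active means activation above the mean of all tested compounds plus 3 SD, cut at about 5.5% in these data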;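 further: 100% = response to 3 µM Δ7-dafachronic acid high control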
HGIII-sPLA2 inh: human group III sPLA2 inhibitors, primary screen, biochemical, QFRET, BODIPY PC-A2 liposome substrate; Group 3 secretory phospholipase A2 (Homo sapiens), Q9NZ20; QFRET BODIPY PC-A2 liposome hydrolysis, fluorescence; inhibition, % at 12.2 µM; 0.56% of 370,000 active; AID 743126, 2013;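 active means inhibition above mean plus 3 SD of compounds lying within the high and low control bounds, cut at about 19% in these data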;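 further: 0% = median of test compound wells and 100% = no enzyme DMSO wells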
Target sequence (Q9NZ20 whole entry, looked up): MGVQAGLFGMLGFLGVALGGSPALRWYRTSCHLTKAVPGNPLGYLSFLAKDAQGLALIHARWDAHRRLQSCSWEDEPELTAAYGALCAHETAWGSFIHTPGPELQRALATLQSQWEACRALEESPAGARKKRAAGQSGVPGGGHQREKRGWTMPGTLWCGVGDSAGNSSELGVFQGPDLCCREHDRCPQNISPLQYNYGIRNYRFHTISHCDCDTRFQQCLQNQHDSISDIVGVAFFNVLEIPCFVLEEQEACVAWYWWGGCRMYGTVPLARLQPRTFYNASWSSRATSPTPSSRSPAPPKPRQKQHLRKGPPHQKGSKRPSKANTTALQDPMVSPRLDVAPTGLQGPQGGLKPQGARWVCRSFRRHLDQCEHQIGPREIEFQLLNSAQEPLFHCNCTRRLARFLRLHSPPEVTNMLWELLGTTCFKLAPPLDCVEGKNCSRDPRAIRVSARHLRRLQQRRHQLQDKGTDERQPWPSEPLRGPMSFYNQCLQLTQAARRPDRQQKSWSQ
An asterisk follows results filed as active.

For Cc1c(C(c2cccc(Br)c2)c2c(C)n(C)n(-c3ccccc3)c2=O)c(=O)n(-c2ccccc2)n1C the results were GAA850 FXN act -1.1, hgDAF-12 ag -1.4, ADAM10 inh -1, DAX1 inh-1 0.0, GC-A act -7, SMARCA2 act 1, DAX1 inh-2 -0.1, GC-B act 0, ssDAF-12 act -0.8, hcDAF-12 act -1.6 and HGIII-sPLA2 inh -1.
COc1cc(SC)ccc1C(=O)OCC(=O)NCCNC(=O)COC(=O)c1ccc(SC)cc1OC was read as GAA850 FXN act 2.4, hgDAF-12 ag -1.2, ADAM10 inh -8, DAX1 inh-1 -0.2, GC-A act -10, SMARCA2 act 0, DAX1 inh-2 -0.4, GC-B act -7, ssDAF-12 act -0.8, hcDAF-12 act -2.0 and HGIII-sPLA2 inh -4.
For CCOC(=O)c1ccc(N2C(=O)[C@@H](c3ccccc3)[C@H]2c2ccccc2)cc1 the results were GAA850 FXN act 0.3, hgDAF-12 ag -3.4, ADAM10 inh 2, DAX1 inh-1 -1.0, GC-A act -2, SMARCA2 act -1, DAX1 inh-2 -0.8, GC-B act 5, ssDAF-12 act -1.6, hcDAF-12 act -1.8 and HGIII-sPLA2 inh -2.
`OC[C@H]1CC[C@@H]2O[C@H](CCc3ccc(-c4ccc(F)cc4)cc3)[C@H](n3cc(C4CC4)nn3)C[C@@H]2O1` gave hgDAF-12 ag 1.3, ADAM10 inh 4, DAX1 inh-1 -0.5, GC-A act 10, SMARCA2 act -5, GC-B act -18, ssDAF-12 act -1.5, hcDAF-12 act 1.5 and HGIII-sPLA2 inh -11.
Screening COc1ccc(N(C(=O)C(C)C)S(=O)(=O)c2ccc(Cl)cc2)cc1 returned GAA850 FXN act 2.5, hgDAF-12 ag -0.1, ADAM10 inh 7, DAX1 inh-1 -1.4, GC-A act -5, SMARCA2 act -3, DAX1 inh-2 0.1, GC-B act 5, ssDAF-12 act -1.8, hcDAF-12 act 0.0 and HGIII-sPLA2 inh 0.
`Cc1ccc(CNC(=O)C2CCCN(C(=O)Nc3ccc(F)cc3)C2)cc1` (stereo not given) gave GAA850 FXN act -1.0, hgDAF-12 ag -2.2, ADAM10 inh -8, DAX1 inh-1 -0.5, GC-A act -2, SMARCA2 act -4, DAX1 inh-2 2.2, GC-B act 0, ssDAF-12 act -1.6, hcDAF-12 act -2.6 and HGIII-sPLA2 inh 12.
O=C(NN1C(=O)C2C3c4ccccc4C(c4ccccc43)C2C1=O)c1ccccc1 (stereo not given) was read as GAA850 FXN act -0.4, hgDAF-12 ag -0.1, ADAM10 inh -2, DAX1 inh-1 -0.7, GC-A act 2, SMARCA2 act 3, DAX1 inh-2 -0.9, GC-B act -7, ssDAF-12 act -0.6, hcDAF-12 act 1.7 and HGIII-sPLA2 inh 2.
`O=C(c1ccco1)N1CCCC(c2nc3c(nnn3Cc3c(Cl)cccc3Cl)c(=O)[nH]2)C1` (stereo not given) gave GAA850 FXN act -0.1, hgDAF-12 ag -3.5, ADAM10 inh 11, DAX1 inh-1 -0.1, GC-A act -8, SMARCA2 act -2, DAX1 inh-2 -1.9, GC-B act -4, ssDAF-12 act -1.6, hcDAF-12 act -2.1 and HGIII-sPLA2 inh -22.
CC(=O)Nc1ccc(NC(=O)COC(=O)C2c3ccccc3Oc3ccccc32)cc1 was read as GAA850 FXN act 1.1, hgDAF-12 ag 0.5, ADAM10 inh 4, DAX1 inh-1 -0.2, GC-A act -2, SMARCA2 act -3, DAX1 inh-2 -0.2, GC-B act 1, ssDAF-12 act -1.7, hcDAF-12 act -1.5 and HGIII-sPLA2 inh -13.
C=CCNC(=O)c1ccccc1NC(=O)C1CCN(S(=O)(=O)c2ccc(SC)cc2)CC1 was read as GAA850 FXN act 0.1, hgDAF-12 ag 3.0, ADAM10 inh 0, DAX1 inh-1 -0.4, GC-A act -3, SMARCA2 act -4, DAX1 inh-2 -0.3, GC-B act -4, ssDAF-12 act -1.8, hcDAF-12 act -1.9 and HGIII-sPLA2 inh -10.
Screening O=c1cc(N2CCN(c3ccccc3F)CC2)[nH]c(=O)n1-c1ccc(Br)cc1 returned GAA850 FXN act 2.1, hgDAF-12 ag -0.2, ADAM10 inh -5, DAX1 inh-1 -0.1, GC-A act 8, SMARCA2 act -4, DAX1 inh-2 -0.3, GC-B act -4, ssDAF-12 act -1.0, hcDAF-12 act 0.9 and HGIII-sPLA2 inh 12.
For CCc1sc(C(=O)N2CCCN(C)CC2)cc1Br the results were GAA850 FXN act -0.5, hgDAF-12 ag 0.4, ADAM10 inh 0, DAX1 inh-1 1.4, GC-A act -1, SMARCA2 act -2, DAX1 inh-2 -0.2, GC-B act -6, ssDAF-12 act -1.2, hcDAF-12 act -1.2 and HGIII-sPLA2 inh -3.
Screening O=C(Nc1c2c(nn1-c1ccccc1)CSC2)c1ccc(N2C(=O)CCC2=O)cc1 returned GAA850 FXN act 0.2, hgDAF-12 ag 1.5, ADAM10 inh -1, DAX1 inh-1 0.5, GC-A act -2, SMARCA2 act 1, DAX1 inh-2 -1.1, GC-B act 5, ssDAF-12 act -1.5, hcDAF-12 act 0.0 and HGIII-sPLA2 inh -7.
Screening CCSc1nnc(N2C(=O)c3ccc(C(=O)c4ccc(C(=O)O)cc4)cc3C2=O)s1 returned GAA850 FXN act 2.1, hgDAF-12 ag 2.2, ADAM10 inh 5, DAX1 inh-1 -0.9, GC-A act -1, SMARCA2 act -2, DAX1 inh-2 1.6, GC-B act -1, ssDAF-12 act -1.1, hcDAF-12 act 0.7 and HGIII-sPLA2 inh -1.
Screening CCOC(=O)c1nc(C)nc(Sc2n[nH]c(-c3cc(C(F)(F)F)cc(C(F)(F)F)c3)n2)c1C returned GAA850 FXN act 0.6, hgDAF-12 ag -0.9, ADAM10 inh -8, DAX1 inh-1 0.1, GC-A act 1, SMARCA2 act 0, DAX1 inh-2 -0.6, GC-B act 2, ssDAF-12 act -1.4, hcDAF-12 act -0.6 and HGIII-sPLA2 inh -4.
`Nc1nc(SCc2ccccc2)[nH]c(=O)c1-c1ccccc1` gave GAA850 FXN act 5.3, hgDAF-12 ag 3.2, ADAM10 inh -3, DAX1 inh-1 3.1, GC-A act 0, SMARCA2 act 3, DAX1 inh-2 3.1, GC-B act -2, ssDAF-12 act -0.5, hcDAF-12 act -0.5 and HGIII-sPLA2 inh 2.
COc1ccc(C=NNC(=S)NN=Cc2ccc(OC)c(OC)c2)cc1OC was read as GAA850 FXN act 8.7*, hgDAF-12 ag -0.6, ADAM10 inh -43, DAX1 inh-1 -1.9, GC-A act -1, SMARCA2 act -1, DAX1 inh-2 3.7, GC-B act 10, ssDAF-12 act -1.7, hcDAF-12 act -3.7 and HGIII-sPLA2 inh 17.
`Cc1[nH]nc2c1C(c1cccnc1)N(c1ccc(Br)cc1)C2=O` (stereo not given) gave GAA850 FXN act -1.4, hgDAF-12 ag 0.1, ADAM10 inh -4, DAX1 inh-1 -0.1, GC-A act -27, SMARCA2 act 2, DAX1 inh-2 -0.3, GC-B act -17, ssDAF-12 act -1.5, hcDAF-12 act -1.9 and HGIII-sPLA2 inh -3.
COc1ccccc1OCC(O)Cn1c(=N)n(Cc2ccccc2)c2ccccc21 (stereo not given) was read as GAA850 FXN act -11, hgDAF-12 ag -1.9, ADAM10 inh 1, DAX1 inh-1 -1.3, GC-A act -9, SMARCA2 act 0, DAX1 inh-2 0.8, GC-B act -13, ssDAF-12 act -2.1, hcDAF-12 act -2.1 and HGIII-sPLA2 inh 1.
`O=C(C[C@@H]1CC[C@H](NS(=O)(=O)c2ccccc2F)[C@@H](CO)O1)NCCCN1CCOCC1` gave hgDAF-12 ag 0.2, ADAM10 inh -3, DAX1 inh-1 0.4, GC-A act -1, SMARCA2 act 3, GC-B act 2, ssDAF-12 act -0.8, hcDAF-12 act -0.3 and HGIII-sPLA2 inh 5.
For Cc1ccc(SCC(=O)N2N=CCC2c2ccccc2)cc1 (stereo not given) the results were GAA850 FXN act 2.9, hgDAF-12 ag 2.7, ADAM10 inh 9, DAX1 inh-1 0.0, GC-A act 2, SMARCA2 act -1, DAX1 inh-2 -0.1, GC-B act -2, ssDAF-12 act -0.9, hcDAF-12 act -0.2 and HGIII-sPLA2 inh -10.
`CC1=C(C(=O)Nc2ccc(C)cc2C)C(c2ccc(Cl)cc2)n2nc(C(=O)OC(C)C)nc2N1` (stereo not given) gave GAA850 FXN act 0.4, hgDAF-12 ag -0.2, ADAM10 inh -7, DAX1 inh-1 -0.4, GC-A act 1, SMARCA2 act -6, DAX1 inh-2 4.4*, GC-B act 1, ssDAF-12 act -0.9, hcDAF-12 act -1.7 and HGIII-sPLA2 inh 13.
For CCCN(CC(=O)Nc1ccccc1OC)C(=O)CCNC(=O)c1ccccc1OC the results were GAA850 FXN act 1.3, hgDAF-12 ag 1.7, ADAM10 inh -2, DAX1 inh-1 -1.7, GC-A act -3, SMARCA2 act -1, DAX1 inh-2 0.8, GC-B act 1, ssDAF-12 act -0.9, hcDAF-12 act -0.6 and HGIII-sPLA2 inh -5.
`CNC(=S)N1CCN(c2nc(-c3cccc(OC)c3)cs2)CC1` gave GAA850 FXN act -0.1, hgDAF-12 ag 0.8, ADAM10 inh 7, DAX1 inh-1 -0.3, GC-A act 0, SMARCA2 act -1, DAX1 inh-2 -0.8, GC-B act 2, ssDAF-12 act -1.0, hcDAF-12 act -2.1 and HGIII-sPLA2 inh 4.
`COc1cc(/C=N/NC(N)=O)ccc1OCC(=O)N1C(C)CCCC1C` (stereo not given) gave GAA850 FXN act 5.8, hgDAF-12 ag 1.8, ADAM10 inh -5, DAX1 inh-1 0.7, GC-A act -1, SMARCA2 act -4, DAX1 inh-2 3.1, GC-B act 5, ssDAF-12 act -1.2, hcDAF-12 act -0.4 and HGIII-sPLA2 inh 7.
